Source: PubChem (National Center for Advancing Translational Sciences (NCATS))
CRE Fsk mod: modulators of forskolin-stimulated CRE signaling in CHO cells | CHO CRE-bla reporter (cAMP response element driving beta-lactamase), forskolin EC10, beta-lactamase ratio | Potency, µM (series often up to 38.2 µM), for the others: top-dose activity change, negative = inhibition, hits mostly activators | actives 2.5% (n = 71,000) | AID 662; active = well fitted activation curve with a large enough effect in the signal ratio, with a control signal flat, not every such curve was filed as active; inconclusive = small, poorly fitted or top-dose-only effect, or effect the other way, or a change in a side signal; the % refers to the signal ratio; also: potency is read from the fitted curve at half-maximal effect; % of control where 0% means no effect
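Modulation of forskolin-driven signalling is measured in CHO cells carrying a CRE-controlled beta-lactamase reporter. Cells are stimulated with EC10 NKH 477 in the presence of titrated compound for 3 h at 37 °C, then loaded with CCF4 for 2 h at room temperature.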
Ub-GFP proteasome: inhibits proteasome, raising ubiquitin-GFP reporter fluorescence | Ubiquitin-GFP reporter cells, proteasome inhibition, GFP fluorescence; response scale: untreated = 0%, 10 µM MG-132 = 100% | Potency, µM (series often up to 45.9 µM), for the others: at the highest dose activation (GFP accumulation), usual class: activators | 67,000 tested, under 10 active | AID 526; active = well fitted activation curve with a large enough effect, not every such curve was filed as active; inconclusive = small, poorly fitted or top-dose-only effect, or another doubt; inactive = no such curve, though single readings can be large or run the other way; also: potency is read from the fitted curve at half-maximal effect
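U2OS cells expressing ubiquitin(G76V)-GFP, seeded overnight in 0.5% FBS medium, then treated 4 hr at 37 C across 46 uM to 2.9 nM. GFP-positive cells counted by laser cytometry (488 ex/515 em); %activity scaled between basal and 10 uM MG-132.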
BRCT PPI green: inhibitors of human BRCA1 BRCT-phosphoprotein interaction (green fluorophore); P38398; Potency, µM (highest dose often 76.9 µM), inactives show at the highest dose activity change, negative = inhibition, most hits filed as inhibitors; actives 0.05% (n = 75,000); AID 875; BRCA1 BRCT-phosphopeptide binding, green fluorescence polarization;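 also: potency is read from the fitted curve at half-maximal effect; plate controls were peptide without protein for full effect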
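Compounds were incubated for 12 min at room temperature with a complex of 100 nM fluorescein-tagged pBACH1 decapeptide and 250 nM His-tagged BRCT protein. Buffer was phosphate pH 7.3 with EDTA, DTT and Tween 20. Disruption of binding lowers the polarization signal.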
USP2a inhib: inhibitors of human ubiquitin-specific protease USP2a | USP2a enzymatic assay, qHTS inhibition | Potency, µM (series often up to 38.3 µM), for the others: at the highest dose activity change, negative = inhibition, hits mostly inhibitors | AID 927 | actives 0.1% (n = 60,000);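 also: potency is read from the fitted curve at half-maximal effect; nearly all actives have a fitted effect of over 60% in size; plate controls were DMSO for no effect and NEM full inhibition control for full effect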
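20 nM USP2 core + cpd, 30 min RT; add 20 nM Ub-PLA2/20 uM NBD C6-HPC; read Ex460/Em535 at 0 h and 2.5 h. Normalized to NEM; qHTS curve fit/classification.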
HADH2 inhib: HADH2 (human) dehydrogenase inhibition; recombinant HADH2, NADH fluorescence, beta-hydroxybutyryl-CoA; Potency, µM (top dose mostly 57.1 µM), without a hit: at the top dose activity change, negative = inhibition, hits mostly inhibitors; actives 3.4% (n = 73,000); also: potency is read from the fitted curve at half-maximal effect; % is scaled to controls: 0 for no effect and ±100 for the full control effect; nearly all actives have a fitted effect of over 60% in size; many of its hits are not listed in these tables
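NADH fluorescence (ex 360/em 450 nm) read every 30 s for 4 min; activity taken as last-minus-first time point difference. Enzyme 20 nM, NAD+ 1 mM, beta-hydroxybutyryl-CoA 90 uM, pH 9.0 Tris buffer.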
GFP derepression: derepresses silenced GFP locus in mouse C127i cells; mouse C127i GFP locus derepression, cytometry, 30 h; Potency, µM (highest dose often 46.1 µM), inactives show at the top dose GFP derepression (activation); actives 0.09% (n = 68,000); AID 597; also: % of control where 0% means no effect
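Derepression screen: silenced CMV-GFP reporter in murine C127i cells, 30 h compound incubation at 37 C, washed cells imaged by laser-scanning cytometer to enumerate GFP-expressing objects of 20 to 120 um.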
ALOX15 inhib: inhibitors of human 15-lipoxygenase (ALOX15) | P16050 | purified 15hLO-1, xylenol orange hydroperoxide absorbance | actives 1.4% (n = 74,000) | Potency, µM (highest dose often 57.1 µM), without a hit: top-dose activity change, negative = inhibition, hits mostly inhibitors; also: potency is read from the fitted curve at half-maximal effect; % is scaled to controls: 0 for no effect and ±100 for the full control effect; nearly all actives have a fitted effect of over 55% in size
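Inhibition is scored from a chromogenic endpoint. After 15 min enzyme-compound contact, arachidonic acid (50 uM final) reacts 6 min with 40 nM 15hLO-1 at room temperature, then Fe-XO reagent is added for 30 min and absorbance ratio recorded.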
Hsp90 Hop PPI: changes Hsp90-Hop TPR2A binding signal, up or down; AlphaScreen TPR2A-His6 binding biotin-Hsp90 C-terminal peptide; Potency, µM (doses to about 57 µM), without a hit: top-dose activity change, negative = inhibition; actives 0.44% (n = 71,000); AID 595; active = well fitted curve in either direction with a large enough effect; inconclusive = small, poorly fitted or top-dose-only effect, or another doubt; also: potency is read from the fitted curve at half-maximal effect; % is scaled to controls: 0 for no effect and ±100 for the full control effect; many of its hits are not listed in these tables
BRCT inh red: inhibitors of human BRCA1 BRCT-phosphoprotein interaction (red fluorophore). BRCT-phosphopeptide binding, red fluorescence polarization. Potency, µM (highest dose often 76.9 µM), for inactives: at the highest dose activity change, negative = inhibition, actives largely listed as inhibitors. actives 0.03% (n = 75,000); also: % is scaled to controls: 0 for no effect and ±100 for the full control effect
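Rhodamine-labelled pBACH1 10-mer (100 nM) bound to BRCT domain (100 nM) at pH 7.3; compounds incubated 12 min room temperature, polarization read. Free peptide defines full inhibition; unlabelled decapeptide titrated as control.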
HBB splicing: hemoglobin beta splicing modulation. AID 925. Potency, µM (highest dose often 46.1 µM), for inactives: at the highest dose activation, hits mostly activators. HBB splicing reporter cell assay, activation; EGFP reporter with mutant IVS2-654 intron; response scale: normalised to 500 nM splice-correcting PNA. actives 0.06% (n = 65,000); also: potency is read from the fitted curve at half-maximal effect; 0% is about no effect
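Compounds were applied for 2 days to HeLa EGFP-654 cells, 500/well in Optimem with 2% FCS. The reporter's EGFP is disrupted by mis-splicing of beta-globin intron IVS2-654. Readout: summed well GFP fluorescence from 488 nm laser scanning; reference was 500 nM antisense […] 654 PNA.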
Pol III holo inh: DNA polymerase III holoenzyme inhibition; reconstituted DNA polymerase III holoenzyme replication, biochemical; actives 0.25% (n = 71,000); Potency, µM (series often up to 57.1 µM), for inactives: at the highest dose activity change, negative = inhibition; also: potency is read from the fitted curve at half-maximal effect; % is scaled to controls: 0 for no effect and ±100 for the full control effect
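Reconstituted *E. coli* holoenzyme (0.35 nM Pol III, 1 nM beta, 154 nM SSB, 2 nM primase) was preincubated with compound for 15 min at RT. Synthesis on 1.4 nM ssM13Gori ran 35 min, then was stopped with PicoGreen/EDTA and read as dsDNA fluorescence.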
* hit, by the source's call; ? = inconclusive; . = no result given; [ ] = another dose, or the depositor's remark. Unless noted, calls follow the shape of the dose curve; as a rule, active = well fitted curve in the direction sought with a large enough effect; inconclusive = small, poorly fitted or top-dose-only effect, or another doubt; inactive = no such curve, though single readings can be large; an effect the other way counts as inactive or inconclusive. Only part of the results is shown; rates above refer to the full screens.

SMILES | CRE Fsk mod | Ub-GFP proteasome | BRCT PPI green | USP2a inhib | HADH2 inhib | GFP derepression | ALOX15 inhib | Hsp90 Hop PPI | BRCT inh red | HBB splicing | Pol III holo inh
Oc1ccc([C@@H]2CNCc3sccc32)cc1O | -9% | 5% | -1.8% | -3% | 0.32µM* | -1% | ? | -25% | 0.7% | 2.5% | -3%
CCC(C)NC(=O)c1ccc(CS(=O)(=O)c2ccc(OC)cc2)o1 (configuration not stated) | 0% | -6% | -5.9% | . | 3% | . | -6% | -2%[2.3 µM] | 0.5% | -1.1% | -5%
C#CCN1CC(C)/C(=N/O)CC1C (configuration not stated) | -16% | -3% | -2.7% | 2% | -3% | 0% | 3% | 1% | 0.1% | 1.4% | 16%
CC(C)(NCc1ccccc1Cl)C(=O)O | ? | 5% | -1.0% | -4% | 0% | 0% | 0% | 0% | -1.6% | 0.4% | 2%
Cc1nnc(NC(=O)CSc2nc3c(c(=O)n2CCc2ccccc2)SC(C)C3)s1 (configuration not stated) | ? | -7% | -2.3% | . | -18% | . | -3% | 16% | 0.7% | 0.2% | -3%
O=C(O)CSSCC(=O)O | -5%[7.6 µM] | 3%[9.17 µM] | -1.8%[15.4 µM] | . | -10%[11.4 µM] | -1%[9.22 µM] | 11%[11.4 µM] | -3%[11 µM] | 0.4%[15.4 µM] | 1.9%[9.22 µM] | -9%[11.4 µM]
COC(=O)[C@@]1(Cc2ccccc2)[C@H]2c3cc(C(=O)N(C)C)n(CCN4CNCC4=O)c3C[C@H]2CN1C(=O)c1ccccc1 | -13% | . | 0.3% | . | 4% | . | . | -1% | 0.6% | 1.6% | -10%
COc1ccc(C(CC(=O)O)NC(C)=O)cc1OC (configuration not stated) | -2% | 4% | -2.5% | 0% | -5% | 0% | 9% | -2% | -0.9% | -0.2% | -4%
O=C1C(C2=C(O)c3ccccc3C2=O)=Nc2ccccc21 | -16% | -10% | -0.9% | 28% | -17% | ? | -27% | ? | 1.0% | . | -9%
COc1ccc(Br)cc1C1SCCN1S(C)(=O)=O (configuration not stated) | ? | 3% | -0.5% | -3% | -1% | -3% | -11% | 2% | -0.8% | 2.7% | -5%
Cc1cc(C)nc(-n2nc(C)c(C3(O)C(=O)Nc4ccc(F)cc43)c2N)n1 (configuration not stated) | ? | 0% | 0.4% | -1% | 7% | 0% | 15% | -4% | 0.0% | -1.3% | -6%
COC(=O)c1ccc(C)c(NC(=O)CN2C(=O)c3ccccc3S2(=O)=O)c1 | -4% | 2% | 0.3% | -11% | -6% | 2% | 2% | -3% | -1.1% | 2.1% | -11%
COc1ccccc1-c1ccc2ncnc(N3CCN(C)CC3)c2c1 | 15% | -8% | -1.6% | 20% | 16% | -3%[9.22 µM] | 8% | ? | -2.0% | -0.8% | -3%
COc1ccc(OC)c(NC(=O)CSc2nnc(Cc3cccn3C)n2CCc2ccccc2)c1 | 7% | -9% | -1.5% | 15% | 0% | 6% | -11% | -20% | 0.1% | 0.5% | 0%
OCCNCCCCCOc1ccc(F)cc1 | -5% | 16% | -1.0% | -10% | -2% | 0% | 3% | -2% | -2.3% | -1.1%[9.22 µM] | 3%
OCCNc1nc2ccccc2n1-c1ccccc1 | ? | -8% | 0.4% | 2% | -1% | 0% | 0% | -6% | 0.9% | 0.1% | -3%
O=C(c1ccc(S(=O)(=O)N2CCOCC2)cc1)N(c1ccccc1)C1C=CS(=O)(=O)C1 (configuration not stated) | -8% | 8% | -3.5% | -9% | 3% | 0% | -1% | 2% | -0.6% | -1.5% | -10%
Cc1ccc2c(c1)c1c3n2CCN=C3CCC1 | -4% | 3% | 0.1% | 14% | -4% | 2% | -8% | -9% | 0.7% | -0.6% | 0%
CC1CCN(C(=O)CSc2nc(N)cc(N)n2)CC1 | 1% | 3% | -3.4% | 1% | 4% | 0% | 9% | -1% | -0.6% | . | -5%
Cc1[nH]c2ccccc2c1C(=O)CN1CCN(C2CCCCC2)CC1 | ? | 10% | -1.8% | -1% | 10% | 0% | -6% | -3% | 1.0% | 8.7%[1.84 µM] | -1%

Only Pol III holo inh, BRCT PPI green and ALOX15 inhib (2 entries from above):
molecule	Pol III holo inh	BRCT PPI green	ALOX15 inhib
OCCNCCCCCOc1ccc(F)cc1	3%	-1.0%	3%
OCCNc1nc2ccccc2n1-c1ccccc1	-3%	0.4%	0%

A few values from above:
COC(=O)[C@@]1(Cc2ccccc2)[C@H]2c3cc(C(=O)N(C)C)n(CCN4CNCC4=O)c3C[C@H]2CN1C(=O)c1ccccc1 in HADH2 inhib shows 4%
OCCNCCCCCOc1ccc(F)cc1 in Ub-GFP proteasome shows 16%

Further structures.
SMILES | CRE Fsk mod | Ub-GFP proteasome | BRCT PPI green | USP2a inhib | HADH2 inhib | GFP derepression | ALOX15 inhib | Hsp90 Hop PPI | BRCT inh red | HBB splicing | Pol III holo inh
Cc1oc(C)c(C(N)=O)c1C(N)=O | -1% | 5% | -0.6% | 1% | 0% | 0% | -1% | -2% | -0.2% | . | -4%
O=C1CCc2cc(S(=O)(=O)N3CCN(c4cccc(Cl)c4)CC3)ccc2N1 | -7% | 5% | -2.6% | 9% | 12% | 4% | 6% | 0% | -0.1% | -0.2% | -2%
N#C/C(=C1\CCCN1)c1nc(-c2ccccc2)cs1 | 6% | 0% | -1.0% | 4% | ? | 0% | -15% | -1% | -1.2% | -2.0% | -4%
O=C(CSc1nnc2scc(-c3ccccc3)n12)NCC1CCCO1 (configuration not stated) | 6% | 4% | -1.3% | -6% | 3% | -2% | 3% | -7% | 1.8% | 0.9% | 8%
COc1ccccc1-c1oc2ccccc2c(=O)c1OC | -11% | 2% | -1.1% | . | 134%[activator] | -2%[9.22 µM] | 9%[25.6 µM] | 3% | -0.7% | . | -7%
COc1ccc(-c2nc3cnc(N4CCNCC4)nc3n(-c3ccccc3)c2=O)cc1 | ? | 8% | 1.0% | 68%[activator] | 7% | 5%[9.22 µM] | 1% | 24% | -1.6% | 0.0% | -7%
COc1cccc(-c2nnc(SCC(=O)N3CC(C)CC(C)C3)o2)c1 (configuration not stated) | 1% | -9% | -0.7% | . | 0% | 0% | -11% | 1% | -0.3% | -1.2% | 3%
Cc1oc(-c2cccc(Cl)c2)nc1CN1CCC(C(=O)NCC2CCCO2)CC1 (configuration not stated) | -2% | 3% | -0.1% | 3% | 5% | 0% | 4% | -2% | -1.8% | -0.3% | -5%
O=C(Nc1cnn(Cc2ccc(F)cc2)c1)c1cc(-c2cccs2)on1 | 12% | 7% | -0.8% | 10% | -9% | 5% | -10% | 1% | -1.1% | -0.5% | 1%
Cc1cc(=O)oc2c(C)c(OCC(=O)N(C)C)ccc12 | 14% | 3% | -0.1% | 0% | 32µM* | 0% | 5% | 2% | 0.2% | -0.3% | -4%
CC(=O)N1CCC2(CC1)CN(c1ccncc1)C2 | 1% | -1% | -2.8% | 5% | -6% | 0%[9.22 µM] | 0% | 2% | 0.7% | 4.0% | 0%
CC(SC1CCCC1)C(=O)Nc1ccnn1C(C)C (configuration not stated) | ? | -1% | -0.4% | -4% | 2% | 0% | 15% | -4% | 0.8% | -1.4% | 1%
COCCSc1nnc(-c2cccc(C#N)c2)n1C | -1% | 5% | -1.0% | -7% | 1% | 2% | -1% | 1% | 0.8% | . | -6%
Cc1ccc(NC(=O)CCCC(=O)O)c(Br)c1 | -6% | -1% | -0.4% | -8% | 2% | -4% | 5% | 3% | -1.9% | 7.7% | -5%
CCCCCC(=O)Nc1ccc(Cl)cn1 | -14% | 4% | 1.9% | 2% | 2% | -3% | 6% | 3% | 0.2% | -2.3% | -3%
